Bioassay records as filed in PubChem.
Glyco luc inh = N-linked glycosylation inhibition | D54 ERlucT glycosylation luciferase reporter, 24 h; percent of 100 nM tunicamycin response | reporter increase, % at 12.5 µM | hit rate 0.23% among 360,000;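 active = mean luciferase reporter signal, scaled so untreated is 0 and the glycosylation-blocking control 100, at or above a set limit in every replicate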;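 note: luciferase carries N-glycosylation sites so blocking glycosylation raises the light; 0% = median of neutral control wells and 100% = median of 100 nM tunicamycin wells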
ABCB6 inh 2 = blocks the human ABCB6 transporter; K562-ABCB6 porphyrin accumulation, flow cytometry, 1 h; hits give low values; fluorescence ratio to DMSO, % at 10 µM; hit rate 0.19% among 360,000;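 active = fluorescence ratio to DMSO below 75%, the collection mean minus 3 SD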;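 note: signal is porphyrin accumulated inside mitochondria; 100% equals median channel fluorescence of DMSO control wells; lower ratio means ABCB6 inhibition with less porphyrin fluorescence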
Target sequence (Q9NP58 whole entry, looked up): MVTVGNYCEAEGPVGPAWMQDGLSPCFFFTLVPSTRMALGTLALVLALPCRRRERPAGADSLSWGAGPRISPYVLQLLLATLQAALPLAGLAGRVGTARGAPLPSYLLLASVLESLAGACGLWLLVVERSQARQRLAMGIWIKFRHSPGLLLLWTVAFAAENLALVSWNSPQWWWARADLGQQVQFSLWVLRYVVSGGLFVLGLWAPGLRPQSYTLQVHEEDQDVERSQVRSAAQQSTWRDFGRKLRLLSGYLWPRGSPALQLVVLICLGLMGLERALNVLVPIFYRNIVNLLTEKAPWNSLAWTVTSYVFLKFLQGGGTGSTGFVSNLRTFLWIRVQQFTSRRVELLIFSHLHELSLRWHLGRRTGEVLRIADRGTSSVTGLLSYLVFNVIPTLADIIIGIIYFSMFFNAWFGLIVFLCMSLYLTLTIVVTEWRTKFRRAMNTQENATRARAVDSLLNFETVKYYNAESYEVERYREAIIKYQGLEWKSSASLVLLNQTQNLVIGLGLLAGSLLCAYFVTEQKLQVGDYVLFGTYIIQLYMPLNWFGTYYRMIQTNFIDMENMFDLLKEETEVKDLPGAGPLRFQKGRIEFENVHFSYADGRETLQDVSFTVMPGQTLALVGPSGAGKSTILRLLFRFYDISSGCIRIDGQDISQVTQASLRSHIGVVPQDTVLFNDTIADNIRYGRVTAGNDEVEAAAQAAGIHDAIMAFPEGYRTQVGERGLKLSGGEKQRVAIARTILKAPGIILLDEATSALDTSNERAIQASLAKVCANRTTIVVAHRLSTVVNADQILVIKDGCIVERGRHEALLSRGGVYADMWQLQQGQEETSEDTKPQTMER
PDI inh = PDI (human) enzyme inhibition | P07237 | PDI insulin aggregation turbidity, A650, 90 min | inhibition, % at 10 µM | hit rate 0.052% among 350,000 | AID 588391;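 active = mean inhibition across replicates of 30% or more, whatever share of single replicates reach that level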;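 note: absorbance from insulin aggregation driven by PDI reduction with DTT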
HTR2A ag = mouse HTR2A agonism via beta-arrestin recruitment; P35363; CHO-K1 mHTR2A beta-arrestin complementation, luminescence; percent of 30 µM serotonin response; activation, % at 7.6 µM; hit rate 0.66% among 360,000;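 active = activation above a run cutoff, the mean activation of all tested compounds plus 3 SD, cut at about 14% in these data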;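 note: 0% = plate median of compound wells and 100% = 30 µM serotonin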
CaV13 FRET inh = Disruptors of the CACNA1D IQ motif to Ca2+-dependent inactivation inhibitor domain association, primary screening, Förster resonance energy transfer in intact living …. HEK cells, CFP/YFP FRET ICDI-IQ, plate reader, 10 min; percent FRET-ratio fall versus neutral wells. inhibition, % at 12.3 µM. hit rate 0.098% among 340,000;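 active = mean replicate inhibition of at least 30% and at least 1% of replicates passing that level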;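 note: 0% = median of the neutral control wells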
hiPSC survival = enhancers of human iPSC single-cell survival. AID 602274. hit rate 0.044% among 360,000. hiPSC single-cell survival, ATPlite luminescence; 100% = ROCK inhibitor wells, 0% = DMSO. survival enhancement, % at 20 µM; in the data active = survival enhancement above about 18%;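 note: cells exposed to compounds for 16 hours before the ATP read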
aDG glyco act = increases alpha dystroglycan glycosylation; Pro5-aDG cells, alpha-DG glycosylation AlphaScreen (IIH6); 0% Pro5, 100% B10-LARGE cell signal; activation, % at 10 µM; hit rate 0.22% among 360,000; AID 624168;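 active = activation of at least 8% versus controls, or a plate z-score of at least 8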;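 note: Pro5 are CHO cells carrying HIG-tagged alpha-DG that lacks glycosylation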
Vif inh = inhibitors of HIV Vif; HEK293T cells, Vif self-association by quenched fluorescence, imaging, 24 h; inhibition, % at 7.49 µM; hit rate 0.35% among 340,000; in the data active = inhibition above about 50%, passing the limit was not always enough; note: some results filed as inactive read as strong as hits
Cardio protect = protects H9c2 cardiomyocytes from peroxide injury | H2O2 injury protection, ATPLite, 2 h | protection from H2O2 cell death, % at 20 µM | hit rate 0.63% among 360,000;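 active = compounds giving at least 50% protection of heart cells from peroxide-induced death in the single-dose screen, raw or plate-pattern-corrected value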;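 note: 0% = DMSO wells with peroxide and 100% = DMSO wells without peroxide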
Granule exo inh = lytic granule exocytosis inhibition | inhibition, % at 10 µM | hit rate 0.66% among 360,000 | TALL-104 LAMP-1 surface exposure, flow cytometry; cells stimulated with thapsigargin and PMA | AID 651702;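 active = inhibition above about 55%, limit read from the data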
Active calls of the source: *; x = not tested or not shown.

1	CCC(=O)Nc1ccc(-c2nnc(SCC(=O)N3CCCCC3)n2C)cc1
2	COc1cccc(NC(=O)CSCc2cc(=O)n3ccsc3n2)c1
3	Fc1ccc(NC(=S)Nc2ccc3nccnc3c2)cc1
4	Cc1ccc(C(c2nnnn2CC2CCCO2)N2CCN(C(=O)c3ccco3)CC2)cc1 (stereo not given)
5	O=C(N/N=C/c1ccc(O)c(O)c1)c1cccc(S(=O)(=O)N2CCCCC2)c1
6	COc1cccc2cc(-c3n[nH]c(=S)n3C)oc12
7	CCOC(=O)c1nnc(-c2cccs2)nc1Oc1ccc(Cl)cc1
8	Cc1cc(NC(=O)/C=C/c2ccc(Br)cc2)no1
entry no.	1	2	3	4	5	6	7	8
aDG glyco act	-0.3	-0.1	-0.2	0.0	-0.2	0.0	-0.4	-0.1
HTR2A ag	-0.1	-0.8	1.0	-1.9	2.9	-2.1	4.6	-3.5
Glyco luc inh	2.6	-1.0	1.6	0.5	-3.2	2.9	2.4	7.7
Cardio protect	3.9	0.5	62.4*	-0.2	24.1	-3.0	-6.7	8.0
hiPSC survival	-2.2	-0.2	-1.3	-3.0	0.5	-0.5	0.0	-0.8
Granule exo inh	-1.4	-3.6	3.6	-1.8	-1.8	-1.0	2.7	-0.2
CaV13 FRET inh	-7.4	x	-32.0	x	-6.8	-2.6	-3.8	-4.5
ABCB6 inh 2	96.0	102.0	104.0	94.0	93.0	91.0	89.0	97.0
Vif inh	-9.1	-4.4	-14.0	x	0.8	3.7	1.3	-14.0
PDI inh	-0.1	-9.3	5.1	-1.2	-7.6	-1.0	-2.4	-1.9

9	C=CCNC(=O)NC(=O)COC(=O)/C=C/c1cccc([N+](=O)[O-])c1
10	O=C(COC(=O)c1cccc(Br)c1)NCCc1ccc(F)cc1
11	COc1ccc(-c2cc(C(=O)N3CCN(c4ccccc4)CC3)c3ccccc3n2)cc1OC
12	COc1ccc(S(=O)(=O)n2ccc(C(C)Oc3ccc(-c4ccccc4)c(F)c3)n2)cc1 (stereo not given)
13	CCN1CCc2c(sc(NC(=O)c3ccc(S(=O)(=O)N4CCOCC4)cc3)c2C(=O)OC)C1
14	Cc1cc(C)nc(SCC(=O)OCN2C(=O)c3ccccc3C2=O)n1
15	COc1ccc(C(=O)NC2CCCCCC2)cc1OC1CCN(C(C)=O)CC1
16	c1ccc(CC2CNc3ccccc3CN2)cc1 (stereo not given)
entry no.	9	10	11	12	13	14	15	16
aDG glyco act	-0.2	0.4	-0.8	0.9	0.1	-0.4	-0.1	0.2
HTR2A ag	-1.3	-0.8	5.4	4.2	1.2	0.1	8.6	-6.1
Glyco luc inh	6.8	-0.4	-1.4	-5.9	-3.5	-7.0	1.4	-1.2
Cardio protect	14.0	-2.2	54.3*	-10.5	-17.6	-3.6	1.7	12.5
hiPSC survival	-0.4	1.7	0.2	2.8	-1.7	2.9	1.6	0.4
Granule exo inh	2.9	-1.3	-9.8	-1.5	-0.2	-2.1	-0.9	2.4
CaV13 FRET inh	-6.6	-5.6	-2.9	-3.4	x	x	-2.7	2.2
ABCB6 inh 2	100.0	86.0	96.0	94.0	94.0	103.0	102.0	96.0
Vif inh	11.7	-1.5	-10.4	-17.4	-1.6	-2.9	-2.8	x
PDI inh	-3.7	14.8	-5.5	2.2	9.7	-1.6	3.0	5.7

17	O=Nc1c(O)n(Cc2c(Cl)cccc2Cl)c2ccccc12
18	O=C(NCc1ccc(N2CCCC2=O)cc1)c1cnccn1
19	CC(C)(C)NNC(=S)Nc1cccc(C(F)(F)F)c1
20	Cc1ccc(NC(=O)CN2C(=O)N/C(=C/c3ccc(N4CCOCC4)cc3)C2=O)cc1
21	COc1ccc2nc(NC(=O)c3ccccc3-c3ccccc3C(=O)O)sc2c1
22	Nc1nc(-c2c(Cl)cccc2Cl)no1
23	Cc1ccc2nc(C3CCCCC3)[nH]c2c1
24	NC(=O)c1ncn([C@@H]2O[C@H](CNCc3ccc(OCC(=O)Nc4nccs4)cc3)[C@@H](O)[C@H]2O)n1
entry no.	17	18	19	20	21	22	23	24
aDG glyco act	-0.2	0.0	0.2	-0.1	-0.2	0.1	0.1	-0.1
HTR2A ag	0.0	-2.2	1.0	-0.4	-1.9	0.5	-3.1	-0.7
Glyco luc inh	-8.4	1.9	4.9	-1.0	3.6	-1.4	-4.6	1.3
Cardio protect	-10.7	4.0	-0.1	6.2	3.3	5.4	-9.0	11.4
hiPSC survival	-0.2	0.7	-0.6	0.2	0.0	-0.6	-0.7	5.8
Granule exo inh	-0.4	-2.2	-5.0	2.0	-0.9	-2.8	-7.8	-4.2
CaV13 FRET inh	-3.4	-4.6	-5.2	-4.8	-6.2	-4.8	1.8	-5.5
ABCB6 inh 2	95.0	143.0	89.0	108.0	94.0	100.0	95.0	99.0
Vif inh	-6.0	18.2	-3.3	-2.3	40.2	-4.2	17.1	-2.9
PDI inh	4.2	-0.3	17.3	-8.1	7.8	0.4	16.1	-0.4

Some of the entries so far, field by field:
[19] CC(C)(C)NNC(=S)Nc1cccc(C(F)(F)F)c1
  aDG glyco act = 0.2
  HTR2A ag = 1.0
  Glyco luc inh = 4.9
  Cardio protect = -0.1
  hiPSC survival = -0.6
  Granule exo inh = -5.0
  CaV13 FRET inh = -5.2
  ABCB6 inh 2 = 89.0
  Vif inh = -3.3
  PDI inh = 17.3

[2] COc1cccc(NC(=O)CSCc2cc(=O)n3ccsc3n2)c1
  aDG glyco act = -0.1
  HTR2A ag = -0.8
  Glyco luc inh = -1.0
  Cardio protect = 0.5
  hiPSC survival = -0.2
  Granule exo inh = -3.6
  CaV13 FRET inh = x
  ABCB6 inh 2 = 102.0
  Vif inh = -4.4
  PDI inh = -9.3

[20] Cc1ccc(NC(=O)CN2C(=O)N/C(=C/c3ccc(N4CCOCC4)cc3)C2=O)cc1
  aDG glyco act = -0.1
  HTR2A ag = -0.4
  Glyco luc inh = -1.0
  Cardio protect = 6.2
  hiPSC survival = 0.2
  Granule exo inh = 2.0
  CaV13 FRET inh = -4.8
  ABCB6 inh 2 = 108.0
  Vif inh = -2.3
  PDI inh = -8.1

[11] COc1ccc(-c2cc(C(=O)N3CCN(c4ccccc4)CC3)c3ccccc3n2)cc1OC
  aDG glyco act = -0.8
  HTR2A ag = 5.4
  Glyco luc inh = -1.4
  Cardio protect = 54.3*
  hiPSC survival = 0.2
  Granule exo inh = -9.8
  CaV13 FRET inh = -2.9
  ABCB6 inh 2 = 96.0
  Vif inh = -10.4
  PDI inh = -5.5

Following part.
25	CCC(C)NC(=O)COC(=O)c1oc2ccccc2c1CSc1ccc(Cl)cc1 (stereo not given)
26	O=C(Nc1cc(-c2ccccc2)[nH]n1)c1ccccc1F
27	COc1cc(/C=C2/C(=O)ON=C2c2ccccc2)ccc1O
28	OC1C2(Cc3ccccc3)CN3CCN(C2)CC1(Cc1ccccc1)C3 (stereo not given)
29	O=C(CNC(=O)c1ccccc1F)OCc1nc2ccc(Cl)cc2n1CCO
30	COc1ccc(/C=C2\SC(=NCc3ccccc3)NC2=O)cc1
31	CCOc1ccc(N2C(=O)CC(SC(=NC)Nc3ccc(F)cc3)C2=O)cc1 (stereo not given)
32	COc1ccc(NC(=O)C(=O)N/N=C(\C)CC(=O)Nc2cc(C)ccn2)c(OC)c1
entry no.	25	26	27	28	29	30	31	32
aDG glyco act	0.0	0.0	0.0	0.1	-0.3	-0.2	0.1	0.0
HTR2A ag	-0.3	-3.9	0.9	-0.2	1.4	-8.0	-1.3	1.3
Glyco luc inh	-0.1	-5.8	8.7	0.8	0.9	-1.3	-1.9	0.7
Cardio protect	4.2	-7.0	4.7	4.3	-3.1	6.5	-1.8	5.3
hiPSC survival	2.4	-0.5	-1.8	6.5	0.2	-0.5	5.0	-0.2
Granule exo inh	-2.1	-1.9	22.6	-0.5	-6.2	0.3	4.3	-10.3
CaV13 FRET inh	2.0	-19.1	-3.2	x	-2.8	-8.5	-3.3	-2.7
ABCB6 inh 2	97.0	97.0	88.0	95.0	100.0	97.0	97.0	97.0
Vif inh	0.8	1.5	-4.1	-0.8	-13.9	-0.7	-4.0	-4.6
PDI inh	2.7	-3.3	0.4	-2.8	-32.3	-6.6	3.0	0.1

33	CCOc1ccc(C(=O)NC(C)CCc2ccccc2)cc1 (stereo not given)
34	CCc1c(-c2ccccc2)nc2sc3c(c2c1N)CCCC3
35	Cc1ccc(S(=O)(=O)c2ncccc2[N+](=O)[O-])cc1
36	CCOc1ccc(N2CC(NC(=O)c3ccc4ccccc4c3)CC2=O)cc1 (stereo not given)
37	COc1ccc(NC(=O)C2(C)Cc3c(-c4cccc(C(N)=O)c4)ccnc3O2)cc1OC (stereo not given)
38	Cc1cccc(OCC(=O)N/N=C/c2cccn2C)c1
39	O=S(=O)(/C=C/c1ccccc1)NC1CCCCCCC1
40	CC(C)OC(=O)CSc1nnc(-c2cnccn2)n1-c1ccc(Cl)cc1
entry no.	33	34	35	36	37	38	39	40
aDG glyco act	0.1	0.2	-0.3	1.8	0.0	-0.1	0.5	0.0
HTR2A ag	-0.9	13.5	-6.8	3.2	1.9	-4.1	-1.9	-3.9
Glyco luc inh	0.4	-4.1	5.3	2.7	-0.1	-0.6	0.6	0.4
Cardio protect	-3.7	-16.4	-18.0	-2.9	19.6	-0.5	-8.7	-1.7
hiPSC survival	-0.3	0.0	-0.8	0.0	-1.4	-0.7	-2.0	-0.2
Granule exo inh	-0.4	1.6	9.8	-5.4	-3.9	-3.1	-3.4	-0.4
CaV13 FRET inh	-1.3	-4.7	-3.2	-5.2	-5.6	-4.8	-5.1	-7.6
ABCB6 inh 2	102.0	93.0	113.0	100.0	103.0	99.0	101.0	82.0
Vif inh	-3.8	1.1	-6.2	x	1.0	-3.4	1.6	17.0
PDI inh	-7.8	0.8	-0.1	-2.3	1.1	0.6	-12.6	-2.2

41	COc1ccc(NC(=O)Cc2ccc(Cl)cc2)cc1NC(=O)c1ccco1
42	CN(C)C(=O)N1CCC(C(=O)NCc2ccc(F)cc2)CC1
43	Cc1onc(-c2ccccc2Cl)c1C(=O)NNC(=O)c1ccc(F)cc1
44	CN(C)C(=O)C1CC(=O)OC12CCCCC2 (stereo not given)
entry no.	41	42	43	44
aDG glyco act	-0.1	0.2	0.0	0.0
HTR2A ag	-6.3	-4.2	2.4	2.6
Glyco luc inh	0.7	0.6	1.7	0.5
Cardio protect	4.4	3.4	-3.2	-4.1
hiPSC survival	0.9	0.0	-0.5	-0.7
Granule exo inh	-1.0	-6.8	-22.0	5.3
CaV13 FRET inh	-8.4	-7.1	-3.0	-3.8
ABCB6 inh 2	60.0*	103.0	110.0	97.0
Vif inh	-11.0	8.8	0.7	-7.5
PDI inh	3.8	14.7	1.0	7.8
